Bioassay records deposited in PubChem by National Center for Advancing Translational Sciences (NCATS).
Tau ThT inhib: inhibitors of human tau fibril formation, thioflavin T binding; Potency, µM (highest dose often 57.4 µM), for the others: at the highest dose activity, negative = inhibition, most hits filed as inhibitors; 270,000 tested, 2.1% active; AID 1460; recombinant tau K18 P301L, heparin-induced fibrillization, ThT fluorescence; further: on the % scale 0 is the no-effect control and ±100 the full control effect; nearly all actives have a fitted effect of over 55% in size
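K18 P301L tau (15 uM + 0.24 uM Alexa 594-tagged), heparin 20 uM, NaOAc pH 7, 6 h 37 C; ThT 30 uM, 1 h RT, ex 450/em 510 nm.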
Tau FP inhib: tau fibrillization inhibition (FP); Potency, µM (titrated, usually from 57.7 µM), for the others: top-dose activity, negative = inhibition, actives largely listed as inhibitors; 280,000 tested, 0.39% active; K18 P301L tau heparin fibrillization, Alexa594 FP, 6 h; AID 1468; P10636; further: on the % scale 0 is the no-effect control and ±100 the full control effect; nearly all actives have a fitted effect of over 55% in size
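Human tau K18 […] P301L fragment, 15 uM unlabeled plus 0.24 uM Alexa 594-labeled tau (final), with compound and 20 uM heparin in 100 mM sodium acetate pH 7; 6 hr at 37 C, then Alexa 594 FP read.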
RECQ1 inh: blocks DNA unwinding by human RECQ1; Potency, µM (titrated, usually from 57.3 µM), inactives show at the top dose activity, negative = inhibition, usual class: inhibitors; P46063; RECQ1 DNA unwinding, red fluorescence kinetic read; 240,000 tested, 0.54% active;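 further: plate controls were vehicle for no effect and no enzyme for full effect; nearly all actives have a fitted effect of over 30% in size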
Target sequence (P46063 whole entry, looked up): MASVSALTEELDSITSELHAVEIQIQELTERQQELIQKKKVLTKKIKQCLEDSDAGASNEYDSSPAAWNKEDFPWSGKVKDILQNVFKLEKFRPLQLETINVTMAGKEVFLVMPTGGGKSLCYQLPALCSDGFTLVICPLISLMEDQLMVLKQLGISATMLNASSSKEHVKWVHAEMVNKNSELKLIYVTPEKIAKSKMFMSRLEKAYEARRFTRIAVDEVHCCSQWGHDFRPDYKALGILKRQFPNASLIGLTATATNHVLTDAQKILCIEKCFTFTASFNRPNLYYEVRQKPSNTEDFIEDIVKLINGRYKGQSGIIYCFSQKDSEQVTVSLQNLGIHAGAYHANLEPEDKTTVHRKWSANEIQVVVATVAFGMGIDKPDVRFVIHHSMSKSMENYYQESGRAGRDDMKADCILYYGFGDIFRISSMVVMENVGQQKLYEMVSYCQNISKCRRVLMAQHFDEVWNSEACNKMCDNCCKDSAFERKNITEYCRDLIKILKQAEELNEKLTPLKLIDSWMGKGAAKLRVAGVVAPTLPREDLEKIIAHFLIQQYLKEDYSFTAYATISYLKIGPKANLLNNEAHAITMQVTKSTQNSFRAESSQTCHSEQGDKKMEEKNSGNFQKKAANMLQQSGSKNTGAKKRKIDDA
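50 nM RECQ1T1 preincubated 15 min with compound in Tris pH 8.0 buffer with MgCl2, DTT, Tween-20 and 2.5 ug/ml poly(dI-dC); started with 200 nM TAMRA/BHQ-2 forked duplex and 2 mM ATP. Unwinding read as fluorescence (525/598 nm), two reads 2 h apart.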
TRb-SRC2 inh: inhibitors of human thyroid hormone receptor beta-SRC2 interaction | P10828 | TRbeta-SRC2 peptide binding, fluorescence polarization; receptor liganded with 1 µM T3 | Potency, µM (doses to about 106 µM), without a hit: at the highest dose activity change, negative = inhibition, usual class: inhibitors | 280,000 tested, 0.065% active;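 further: plate controls were bound peptide for no effect and peptide without receptor for full effect; nearly all actives have a fitted effect of over 50% in size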
Target sequence (P10828 whole entry, looked up): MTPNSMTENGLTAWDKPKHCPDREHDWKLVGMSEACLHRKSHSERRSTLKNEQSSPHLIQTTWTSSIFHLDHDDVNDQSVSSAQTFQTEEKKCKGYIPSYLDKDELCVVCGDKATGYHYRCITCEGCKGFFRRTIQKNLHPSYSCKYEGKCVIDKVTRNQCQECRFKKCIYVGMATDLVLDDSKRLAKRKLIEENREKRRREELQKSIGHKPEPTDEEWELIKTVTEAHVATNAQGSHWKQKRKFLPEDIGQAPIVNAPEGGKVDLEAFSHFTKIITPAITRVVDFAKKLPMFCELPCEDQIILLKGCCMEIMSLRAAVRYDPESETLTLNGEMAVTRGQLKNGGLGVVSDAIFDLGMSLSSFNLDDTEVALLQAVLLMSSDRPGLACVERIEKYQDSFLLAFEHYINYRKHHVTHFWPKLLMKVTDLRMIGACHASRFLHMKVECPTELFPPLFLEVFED
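Human TRb LBD (0.6 uM) plus Texas Red-labeled SRC2 peptide (20 nM), 1uM T3, 5% DMSO, 5 hr at ambient temperature. Decreased polarization (555/632 nm) flags inhibition; data normalized to free and bound peptide controls.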
L3MBTL1 inh: blocks human L3MBTL1. Potency, µM (top dose mostly 57.1 µM), for the others: at the highest dose activity, negative = inhibition, most hits filed as inhibitors. 230,000 tested, 0.66% active. AlphaScreen L3MBTL1–H3K9me1 peptide binding. Q9Y468. AID 485360; further: on the % scale 0 is the no-effect control and ±100 the full control effect; nearly all actives have a fitted effect of over 60% in size
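Displacement of a biotinylated histone H3(1-15) peptide monomethylated at Lys9 (75 nM) from L3MBTL1 (50 nM) was measured by AlphaScreen after a 30 min room-temperature compound incubation; cefsulodin titration served as intraplate control.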
TexasRed fluor: alters Texas Red total fluorescence, flagging assay interference | TRb/SRC2 Texas Red total fluorescence interference | Potency, µM (top dose mostly 106 µM), without a hit: at the highest dose fluorescence change, negative = quenching | 280,000 tested, 0.29% active; active means well fitted curve in either direction with a large enough effect; inconclusive means small, poorly fitted or top-dose-only effect; further: on the % scale 0 is the no-effect control and ±100 the full control effect
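Human TRb ligand-binding domain at 0.6 uM with 20 nM Texas Red SRC2 peptide in Tris buffer containing 1 uM T3 and 5% DMSO, incubated with compound 5 h at ambient temperature. Total fluorescence (555/632 nm) calculated as parallel + 2 × perpendicular.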
Tau fluor counter: counter-screen for tau fibril formation inhibitors; tau K18 P301L Alexa594 fluorescence, heparin fibrillization; Potency, µM (highest dose often 57.7 µM), for the others: top-dose activity change, negative = decrease; 280,000 tested, 0.93% active; AID 1463; further: on the % scale 0 is the no-effect control and ±100 the full control effect; nearly all actives have a fitted effect of over 55% in size
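Human tau K18 P301L (15 uM unlabeled, 0.24 uM Alexa 594-labeled) in 100 mM sodium acetate pH 7 with 20 uM heparin, 6 hr at 37 C. ThT 30 uM added, 1 hr ambient; Alexa 594 FP and total fluorescence read at 555/632 nm.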
HTT cytoprotect: Huntington cell model cytoprotection by ATP luminescence. PC12 HTT-Q103 induced, cytoprotection, ATP luminescence, 40 h. Potency, µM (doses to about 56.4 µM), without a hit: cytoprotection (ATP increase), most hits filed as activators. 230,000 tested, 0.14% active. AID 1471;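 further: % of control where 0% means no effect; nearly all actives have a fitted effect of over 45% in size; toxic huntingtin expression switched on by the ecdysone agonist tebufenozide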
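PC12 cells with ecdysone-inducible HTT exon 1 Q103-GFP, induced with 100 nM tebufenozide and co-treated with library compounds in a dose series (1536-well, 1500 cells/well). Cytoprotection read as ATP content by ATPlite luminescence.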
Starred values were filed as active, the others as inactive; i = inactive; ? = inconclusive; nt = no result given; [ ] = another dose, or the depositor's remark. Unless noted, the call rests on the fitted dose curve; in most records, active means well fitted curve in the direction sought with a large enough effect; inconclusive means small, poorly fitted or top-dose-only effect, or another doubt; inactive means no such curve, though single readings can be large; an effect the other way counts as inactive or inconclusive. Potency means the concentration at half of the fitted maximal effect.

no.	molecule	Tau ThT inhib	Tau FP inhib	RECQ1 inh	TRb-SRC2 inh	L3MBTL1 inh	TexasRed fluor	Tau fluor counter	HTT cytoprotect
1	CC12CCC(C(=O)NCc3ccccc3Cl)(OC1=O)C2(C)C (stereo unspecified)	-5.1%	-1.4%	-2.3%	-3.6%	9.2%	1.2%	-1.2%	-4.0%
2	Cc1ccsc1/C=C(\C#N)C(=O)Nc1c(C)n(C)n(-c2ccccc2)c1=O	5.8%	0.3%	-0.3%	4.9%	-12.8%	2.0%	-3.5%	-7.3%[1.9 µM]
3	CCC(=O)NC(Nc1ccccn1)(C(=O)OC)C(F)(F)F (stereo unspecified)	-7.8%	3.0%	-6.3%	-1.2%	5.2%	-1.5%	-5.6%	nt
4	Cc1ccc(OC(=O)c2cc(-c3ccc(Cl)cc3)on2)c(C)c1	1.2%	-0.3%	nt	-1.5%	nt	7.1%	7.5%	nt
5	CCC1(C)Cc2c(C#N)c(N)n(-c3ccccc3)c(=O)c2CO1 (stereo unspecified)	-0.7%	2.5%	-3.2%	-0.7%	-1.1%[11.4 µM]	-7.7%	7.4%	4.1%
6	O=C(O)c1ccc(C(=O)C(=O)c2ccccc2)cc1	-3.2%	3.1%	12.5%	4.0%	nt	3.5%	9.1%	-8.1%[10 µM]
7	O=[N+]([O-])c1ccc(C[n+]2cc(-c3ccccc3)n3c2CCCCC3)cc1	-14.5%	-6.4%	-13.4%	-4.1%	nt	-0.7%	-12.8%	-41.0%[inhibitor]
8	CCOC(=O)/C(C#N)=C\c1ccc(CC)s1	-8.4%	0.1%	i	-2.5%	22.9%	-7.4%	0.9%	-3.4%
9	COc1ccc(-n2c(SCC(=O)c3ccc[nH]3)nnc2-c2ccccc2)cc1	0.4%	-5.9%	i	0.8%	-5.0%	-4.0%	-1.5%	-40.3%[10 µM]
10	O=C(O)c1ccc2ncc(NC(=O)c3ccc(F)cc3)c(=O)n2c1	1.8%	-4.1%	-0.6%	-3.4%	-6.8%	-0.1%	-1.1%	-5.1%[10 µM]
11	O=C(Nc1ccc(F)cc1)c1ccccc1S(=O)(=O)c1ccccc1[N+](=O)[O-]	-13.3%	8.6%	-7.8%	5.0%	2.8%	0.6%	-6.2%	-1.2%[10 µM]
12	CCN(CC(=O)NCc1ccc(Cl)cc1)C(=O)/C=C/c1ccco1	-3.1%	0.7%	-5.1%	-0.4%	nt	-2.3%	-1.5%	-8.9%
13	Cc1nc(Sc2ccc(Cl)cc2)c(C#N)c(C)c1[N+](=O)[O-]	-20.5%	-8.9%	-7.7%	8.7%	-4.0%	-0.4%	-20.8%	11.7%[10 µM]
14	CCOc1ccc(-c2cc(C(=O)NCCc3ccc(C)cc3)c3ccccc3n2)cc1	13.0%	1.8%	nt	-6.1%	nt	-1.3%	-2.6%	nt
15	c1ccc2c(c1)nnn2Cc1nnc2sc(-c3ccncc3)nn12	-21.0%	4.2%	16.5%	-5.3%	-3.5%	-6.7%	-7.7%	23.1%[0.074 µM]

no.	molecule	Tau ThT inhib	Tau FP inhib	RECQ1 inh	TRb-SRC2 inh	L3MBTL1 inh	TexasRed fluor	Tau fluor counter	HTT cytoprotect
16	Cc1ccc(CNS(=O)(=O)c2ccc(C(F)(F)F)cc2)n1C	-17.8%	3.4%	-1.9%	-0.8%	-5.5%	-2.1%	-13.5%	35.3%[10 µM]
17	Cn1c(=O)c2c(nc(SCC(=O)c3cccs3)n2Cc2ccc(F)cc2)n(C)c1=O	5.5%	-7.0%	-3.3%	6.1%	4.2%	1.8%	-6.7%	16.3%[10 µM]
18	Cc1ccc(C(=O)COC(=O)CCC(=O)Nc2ccccc2Cl)cc1[N+](=O)[O-]	-3.2%	3.8%	-4.4%	-2.7%	15.9%	-1.6%	-3.6%	13.2%[10 µM]
19	CCOC(=O)CCC(NC(=O)CCCCCCCCC(=O)NC(CCC(=O)OCC)C(=O)OCC)C(=O)OCC (stereo unspecified)	-1.6%	-3.3%	4.3%	-4.2%	-0.3%	-1.9%	-10.0%	nt
20	Fc1ccc(N2CCN(Cc3cccn3-c3nnc(N4CCN(C5CCCCC5)CC4)s3)CC2)cc1	?	3.6%	nt	7.5%	nt	4.0%	-17.4%	nt
21	Cc1cccc(NC(=O)c2oc3ccc(S(=O)(=O)N(C)C4CCCCC4)cc3c2C)c1C	5.1%	-6.0%	nt	-0.6%	nt	-2.9%	1.4%	nt
22	CC(C)(C)NC(=O)C(=O)NCc1ccncc1	-0.3%	-3.6%	-1.3%	22.1%	6.6%	-0.1%	-1.1%	9.9%[10 µM]
23	Cc1cc(Br)c(NC(=O)c2c(-c3c(Cl)cccc3Cl)noc2C)c(Br)c1	3.2%	5.9%	-4.6%	-0.6%	9.0%	-2.1%	-7.9%	35.0%[10 µM]
24	Cc1cccc2cc(/C=N/Nc3ccc(C(=O)O)cc3)c(Cl)nc12	nt	?	19.1%	9.7%	nt	-21.5%	?	10.8%[10 µM]
25	Cc1ccc(C(=O)Oc2ccccc2N2C(=O)C3C4CCC(C4)C3C2=O)cc1 (stereo unspecified)	0.3%	-2.9%	-0.4%	-4.8%	-0.8%	3.0%	-5.9%	nt
26	Cc1cc(C)cc(NC(=O)c2ccc(S(=O)(=O)C(F)F)cc2)c1	4.8%	-1.8%	-7.9%	7.5%	4.6%	-0.1%	-16.0%	-16.6%[10 µM]
27	COc1cc2nc(SCC(N)=O)n(CCC3=CCCCC3)c(=O)c2cc1OC	-20.9%	-10.5%	-0.9%	-1.8%	nt	-3.6%	-22.0%	-29.1%
28	Cc1ccc(F)cc1NC(=O)Nc1cc(C(C)(C)C)nn1C	-4.6%	5.4%	-4.7%	-6.2%	3.3%	-2.2%	-26.6%	-19.6%[10 µM]
29	CCC1Oc2ccccc2N(CC(=O)NCCN2CCc3ccccc3C2)C1=O (stereo unspecified)	0.7%	-10.6%	-3.5%	-7.8%	-4.2%	-6.5%	-4.1%	-1.0%
30	Cn1c(=O)c2c(n(Cc3ccccc3)c1=O)NC(=O)C2CC(=O)O (stereo unspecified)	-13.5%	0.4%	-8.5%	-2.8%	nt	-1.1%	-10.8%	16.5%[10 µM]

Reprinted from the part before: two entries, followed by the next part.
no.	molecule	Tau ThT inhib	Tau FP inhib	RECQ1 inh	TRb-SRC2 inh	L3MBTL1 inh	TexasRed fluor	Tau fluor counter	HTT cytoprotect
29	CCC1Oc2ccccc2N(CC(=O)NCCN2CCc3ccccc3C2)C1=O (stereo unspecified)	0.7%	-10.6%	-3.5%	-7.8%	-4.2%	-6.5%	-4.1%	-1.0%
30	Cn1c(=O)c2c(n(Cc3ccccc3)c1=O)NC(=O)C2CC(=O)O (stereo unspecified)	-13.5%	0.4%	-8.5%	-2.8%	nt	-1.1%	-10.8%	16.5%[10 µM]
31	O=C(COC(=O)/C=C/c1ccc2c(c1)OCO2)NC1CCS(=O)(=O)C1 (stereo unspecified)	-3.0%	3.7%	i	-1.3%	nt	2.0%	-2.6%	8.8%[10 µM]
32	O=C(CCc1nc2ccccc2c(=O)[nH]1)NC1CCN(Cc2ccccc2)CC1	-5.0%	6.1%	-4.8%	-0.7%	-0.6%	-1.6%	-1.8%	-2.8%[4.97 µM]
33	CC1Cc2ccccc2N1C(=O)CSc1nncn1C (stereo unspecified)	-4.1%	5.3%	i	-2.2%	-3.8%	-0.6%	1.3%	-10.7%[10 µM]
34	COc1ccc(C)cc1NS(=O)(=O)c1cccc2nonc12	-0.9%	9.3%	-15.9%	-20.2%	nt	2.3%	-2.9%	6.8%
35	COC(=O)c1ccc(NC(=O)CN(CCc2ccccc2)S(=O)(=O)c2ccc(OC)cc2)cc1	-3.6%	?	nt	4.9%	nt	5.1%	?	nt
36	O=C(O)CC1=C(c2ccc(F)cc2)CCC1=O	4.0%	-2.1%	-14.8%	0.4%	2.5%	-3.7%	-2.9%	28.6%[10 µM]
37	Cc1onc(-c2ccccc2)c1C(=O)Oc1cccnc1	-6.2%	7.6%	-4.0%	-11.4%	1.5%	-2.5%	5.9%	5.7%
38	COC(=O)C(C)Sc1nc2c(c(=O)[nH]c(=O)n2C)n1CCCc1ccccc1 (stereo unspecified)	-4.7%	-0.1%	-3.8%	-6.5%	-2.6%	-2.2%	-6.1%	-20.7%[10 µM]
39	O=C1C2C(c3ccccc3)(C(=O)N1c1ccc(Cl)cc1)C2(c1ccccc1)c1ccccc1 (stereo unspecified)	-2.6%	-4.7%	-8.0%	-7.0%	-11.4%	-3.2%	0.3%	-12.0%[10 µM]
40	N#C/C=C1\Sc2ccccc2C(=O)N1CC(=O)N1CCN(S(=O)(=O)c2ccccc2)CC1	-13.8%	-6.2%	-16.6%	2.1%	2.9%	-0.6%	-14.0%	-27.7%[0.074 µM]
41	CS(=O)(=O)Oc1ccccc1/C=C1/N=C(c2ccc(F)cc2)OC1=O	6.7%	5.3%	-1.0%	-8.2%	-4.8%	-0.4%	6.6%	17.6%[10 µM]
42	O=C(c1cnn(-c2ccccc2)c1)c1ccc2ccccc2c1O	?	-3.0%	-6.5%	5.0%	-13.4%	-3.2%	-20.8%	-7.4%
43	CCC(C)NC(=O)c1cn(CC)c2ccc(S(=O)(=O)N3CCCCC3)cc2c1=O (stereo unspecified)	-2.9%	-3.1%	nt	-13.0%	nt	-0.1%	-18.2%	nt
44	O=C(Nc1cccnc1)c1cccc(S(=O)(=O)N2CCc3ccccc32)c1	2.1%	-14.0%	i	3.9%	-0.1%	-1.7%	-22.0%	-24.1%[10 µM]
45	O=C1C2C3C=CC(C3)C2C(=O)N1Cc1cccnc1 (stereo unspecified)	8.8%	3.5%	-5.0%	2.4%	2.1%	-3.3%	6.4%	-1.2%[10 µM]
46	CCCC(=O)Nc1cnc(NC(=O)c2cccc(F)c2)cc1C	0.4%	2.4%	2.4%	1.4%	19.0%	2.3%	-2.9%	-24.6%[10 µM]

Only part of the results is shown; count on the stated rates, not on these rows.
